RXFP1 antag – qHTS Assay for Antagonists of the Relaxin Receptor RXFP1; hit rate 0.59% among 350,000; HEK293-RXFP1, relaxin-stimulated cAMP HTRF, 30 min; stronger effect = lower value; activity change, negative = inhibition, % at 57.5 µM;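 active = activity change of -60% or lower, but not beyond a set lower limit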; note: % is set by controls: 0 for no effect and ±100 for the full control effect
D2 antagonist – HTS Assay for Allosteric Antagonists of the Human D2 Dopamine Receptor: Primary Screen for Antagonists; D(2) dopamine receptor (Homo sapiens), P14416; HEK293 TREx D2 cells, calcium flux, dopamine EC80; AID 485344, 2010; hit rate 2% among 340,000; inhibition, % at 10 µM; in the data active = inhibition above about 30%; note: 0% is about no effect
Target sequence (P14416 whole entry, looked up): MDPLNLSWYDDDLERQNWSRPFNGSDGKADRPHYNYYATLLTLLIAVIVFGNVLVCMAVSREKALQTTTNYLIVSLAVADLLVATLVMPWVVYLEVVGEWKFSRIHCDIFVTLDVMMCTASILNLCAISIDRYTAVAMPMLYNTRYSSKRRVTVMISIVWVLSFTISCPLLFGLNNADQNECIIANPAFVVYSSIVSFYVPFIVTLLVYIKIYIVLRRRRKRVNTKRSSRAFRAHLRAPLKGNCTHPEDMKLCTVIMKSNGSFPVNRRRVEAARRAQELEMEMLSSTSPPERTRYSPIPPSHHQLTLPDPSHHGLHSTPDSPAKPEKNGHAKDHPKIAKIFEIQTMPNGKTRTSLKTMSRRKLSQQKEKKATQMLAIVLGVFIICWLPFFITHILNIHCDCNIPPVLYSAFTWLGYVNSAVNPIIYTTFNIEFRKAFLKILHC
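Cells plated overnight at 30 C with tetracycline; no-wash calcium dye, 30–90 min RT; 10 s baseline; compound pinned; 180 s read; EC80 dopamine added; another 180 s read.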
D2 PAM – HTS Assay for Positive Allosteric Modulators of the Human D2 Dopamine Receptor: Primary Screen for Potentiators; D(2) dopamine receptor (Homo sapiens), P14416; HEK293 T-REx D2, calcium flux, EC20 dopamine potentiation; potentiation, % at 10 µM; hit rate 0.34% among 340,000; AID 485347, 2010;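 active = potentiation over 3 SD above the plate norm, cut at about 30% in these data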; note: 0% is about no effect
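Primary screen. Calcium kinetics in induced HEK293 T-REx D2 cells: compound pre-addition 180 s, EC20 dopamine, 180 s more.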
D1 PAM – Potentiators of Human D1 Dopamine Receptor: qHTS; HEK293 TREx D1 cells, calcium flux, dopamine EC20 potentiation; hit rate 0.036% among 360,000; potentiation, % at 10 µM; in the data active = potentiation above about 30%; note: 0% is about no effect
Target sequence (P21728 whole entry, looked up): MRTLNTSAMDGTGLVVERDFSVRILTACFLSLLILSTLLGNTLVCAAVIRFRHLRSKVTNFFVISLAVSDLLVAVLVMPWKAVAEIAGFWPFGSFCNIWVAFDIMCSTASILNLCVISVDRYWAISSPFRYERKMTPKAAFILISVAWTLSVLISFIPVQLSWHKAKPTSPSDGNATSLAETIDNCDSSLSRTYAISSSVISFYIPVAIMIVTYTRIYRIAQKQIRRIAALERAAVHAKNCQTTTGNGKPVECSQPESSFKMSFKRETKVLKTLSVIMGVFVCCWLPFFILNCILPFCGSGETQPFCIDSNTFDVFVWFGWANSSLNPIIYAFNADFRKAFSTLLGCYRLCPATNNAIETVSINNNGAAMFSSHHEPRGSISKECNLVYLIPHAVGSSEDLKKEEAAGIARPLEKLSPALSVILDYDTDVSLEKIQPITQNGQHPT
D2 agonist – HTS Assay for Allosteric Agonists of the Human D2 Dopamine Receptor: Primary Screen for Agonists; D(2) dopamine receptor (Homo sapiens), P14416; HEK293 T-REx D2 cells, calcium flux agonist mode; activation, % at 2 µM; hit rate 0.53% among 340,000;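 active = activation over 3 SD above normal in the single-dose calcium agonist read, cut at about 30% in these data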; note: 0% is about no effect
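In this primary screen, compounds producing a positive calcium signal within 180 s of addition to tetracycline-induced, force-coupled HEK293 Trex D2 cells are flagged; cells are dye-loaded with a no-wash calcium kit beforehand.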
D1 ag – Allosteric Agonists of the Human D1 Dopamine Receptor: qHTS | D(1A) dopamine receptor (Homo sapiens), P21728 | HEK293 T-REx D1 cells, calcium flux, agonist mode | activation, % at 2 µM | hit rate 1% among 360,000 | AID 504660, 2011; note: 0% is about no effect
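Inducible HEK293 T-REx D1 cells, force-coupled to calcium signalling, were plated at 4000 cells/well with tetracycline and held overnight at 30 C. After no-wash calcium dye loading, compound-evoked calcium rise over 180 s flagged agonists.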
TRHR PAM – qHTS for Small Molecule Agonists and Allosteric Enhancers of Human TRH Receptor: Primary Screen for Enhancers | AID 493056, 2011 | hit rate 0.66% among 360,000 | TRHR cells, fluo-8 calcium fluorescence, EC20 TRH enhancement | Thyrotropin-releasing hormone receptor (Homo sapiens), P34981 | enhancement, % at 2 µM; in the data active = enhancement above about 30%; note: 0% is about no effect
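Enhancer read-out: after compound pinning and an initial kinetic agonist-mode read, an EC20 of TRH (10 nM final) was injected and fluo-8 calcium signal (Ex 480/Em 530) followed at 1 s/cycle for 100 cycles in TRHR-expressing cells.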
D1 antagonist – Antagonist of Human D 1 Dopamine Receptor: qHTS | D(1A) dopamine receptor (Homo sapiens), P21728 | HEK293 TREx D1 cells, calcium flux, dopamine EC80; stronger effect = lower value | activity change, negative = inhibition, % at 10 µM | hit rate 3.2% among 360,000; in the data active = activity change below about -30%; note: % is set by controls: 0 for no effect and ±100 for the full control effect
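Tetracycline-induced HEK293 Trex D1 cells, force-coupled to calcium, dye-loaded; compounds added and read 180 s, then EC80 dopamine added and calcium flux tracked kinetically another 180 s.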
TRHR agonist – qHTS for Small Molecule Agonists and Allosteric Enhancers of Human TRH Receptor: Primary Screen for Agonists | TRHR cells, calcium flux fluo-8, FDSS agonist mode | activation, % at 2 µM | hit rate 0.18% among 360,000; note: 0% is about no effect
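TRHR-expressing cells loaded with fluo-8 calcium dye; 23 nL library compound pin-transferred, kinetic FDSS fluorescence (Ex 480/Em 530) recorded about 180 s for agonist-induced calcium release, before a 10 nM TRH EC20 addition for potentiator mode.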
* = called active by the depositor; / = no result given; & = joins results of further samples. Cut-off read from the data, not from the text of the source, unless noted: active = activation above about 30%; inactive = the rest.

SMILES	RXFP1 antag	D2 antagonist	D2 PAM	D1 PAM	D2 agonist	D1 ag	TRHR PAM	D1 antagonist	TRHR agonist
Cc1cc2[nH]c(=O)c(=O)[nH]c2cc1S(=O)(=O)N1CCN(c2ccccc2F)CC1	-6&-6	3	13&1	-4&1	-0.3&0.9	1&-2	18&5	7&-9	0.1&-0.1
O=C(COC(=O)c1cc[n+]([O-])cc1)Nc1ccc([N+](=O)[O-])cc1Cl	1	-15	-2	-1	0.1	3	-10	29	0.3
CC1=C(C(=O)Nc2ccccc2)C(c2ccc(O)cc2)n2nc(-c3ccc(Cl)cc3)nc2N1 (stereo unspecified)	/	/	5	-7	0.9	0	4	-20	2.8
Cc1ccc(NC(=O)C2C3C=CC4(O3)C2C(=O)N(CCCN2CCOCC2)C4C(=O)NC2CCCCC2)cc1Cl (stereo unspecified)	-3	31*	2	-4	1.3	-1	-1	-5	0.5
CCc1ccccc1NC(=O)CC(O)(C(=O)OC)C(F)(F)F (stereo unspecified)	1	-4	-4	0	0.3	0	0	-14	0.1
CC1(c2ccccc2)NC(=O)N(CC(=O)N(CC(=O)Nc2ccccc2C(F)(F)F)Cc2ccco2)C1=O (stereo unspecified)	-4	-6	15	-2	1.4	9	1	0	1.3
CN(Cc1cccs1)C(=O)COc1ccc(-c2nnco2)cc1	0	-11	-10	0	0.3	1	6	2	0.4
COc1ccc2nc(C)cc(Nc3ccc(C)cc3)c2c1	1	13	8	-6	0.0	3	9	-14	-0.7
COc1ccc(C(C)=O)cc1COC(=O)c1cccnc1SC	0	0	-5	-2	-1.2	8	-4	-24	-0.2
CCCCn1nc(C(=O)NCC(=O)Nc2c(C)cccc2C)c2ccccc2c1=O	1	-6	16	3	-1.1	1	-3	-14	2.9
N#CC1=C(N)OC2=C(C(=O)CCC2)C1c1ccc2c(c1)OCO2 (stereo unspecified)	2	5	1	-2	-0.7	3	2	-3	0.3
CCCCCn1c(CN2CCN(Cc3ccccc3)CC2)nc2c1c(=O)n(C)c(=O)n2C	7	3	-15	-3	0.0	4	-2	6	0.0
CCNCc1ccc(OCc2cccs2)c(OCC)c1	2	1	3	-4	0.8	2	-3	-16	0.2
Cc1ccc(SCC(=O)Nc2ccc3oc(-c4cccc(C)c4)nc3c2)cc1	0	/	0	-1	0.6	7	0	-17	1.8
CN(c1ccccc1)S(=O)(=O)c1cc(C(=O)N2CCN(c3ccccn3)CC2)ccc1Cl	-6	-1	0	-5	-0.3	2	-3	-18	-0.3
CC(O)c1ccc(Oc2cnccn2)cc1 (stereo unspecified)	-1	5	-9	4	0.2	3	0	-1	0.8
O=C(C1CCCO1)N1CCN(C(=S)NC2CC2)CC1 (stereo unspecified)	-3	-15	-1	-2	0.4	0	-4	20	1.6
Cc1cccc(CNC(=O)Cc2csc3ccccc23)c1	-12	/	18	-4	-1.2	-3	15	-9	-1.2
Cc1cc(C)cc(-n2ccnc2SCC(=O)Nc2nccs2)c1	2	/	/	-4	/	4	-2	3	-0.7
COc1cccc(CN(C)C(=O)c2cccc(S(=O)(=O)N3CCN(Cc4ccccc4)CC3)c2)c1OC	-11	0	0	0	1.9	12	5	-20	-0.1
COc1cc(/C=N/NC(N)=O)cc(Br)c1OCc1ccc(C)cc1	-2	-7	2	1	0.5	5	0	9	1.8
COc1ccc(C2C(=O)N(C3CCCCCC3)CC(=O)N2CCC2=CCCCC2)cc1 (stereo unspecified)	4	/	-17	-2	1.0	-1	1	-6	0.1
CCOc1ccccc1N1CCN(C(=O)c2ccc3[nH]c(C)c(C)c3c2)CC1	-7	5	-8	-9	0.2	6	-1	5	0.1
CCOC(=O)c1c(C)n(CC(O)c2ccccc2)c2ccc(O)cc12 (stereo unspecified)	7	1	-13	3	-0.1	11	30	-17	-0.9
Cc1cc(C)cc(SCc2noc(C(=O)NCC3CCCO3)c2C(=O)O)c1 (stereo unspecified)	/	-8	-9	0	0.2	-1	-2	19	-0.5
CCOC(=O)CSc1nc(-c2ccccc2)nc2ccc(C)cc12	1	5	0	-3	0.9	5	-1	-35*	2.8
Cc1ccc(S(=O)(=O)CCSc2n[nH]c(=O)n2-c2ccc3c(c2)OCCO3)cc1	/	2	-3	-4	-0.7	0	4	6	0.2
Cc1nn(-c2ccccn2)c2c1C(c1ccccn1)C1=C(CCCC1=O)N2 (stereo unspecified)	/	11	-1	1	1.1	2	-2	1	0.7
Cc1ccccc1-c1n[nH]c(=S)o1	9	-19	-2	0	-0.6	2	-2	8	0.0
O=C(c1ccccc1)N1CCCCCC1	-4	-5	-5	1	0.3	0	1	6	1.1
CC(=O)c1cccc(NC(=O)CSc2nc3c(=O)n(C)c(=O)n(C)c3n2C)c1	-6	/	9	-2	/	-2	34*	/	0.3
N#Cc1ccccc1Cn1c(=O)n(-c2ccc(CC(=O)NCc3ccco3)cc2)c(=O)c2sccc21	/	2	2	-1	0.3	-1	-5	9	0.3
O=C(Cn1cccn1)c1ccccc1	-12	-10	18	5	3.0	2	7	-2	0.7
CN(Cc1ccccc1)C(=O)COC(=O)CNS(=O)(=O)c1ccc2ccccc2c1	-13	-7	-7	-3	0.8	2	-3	-8	-1.2
Cc1ccc(CNC(=S)Nc2cc(C(=O)O)ccc2C)cc1	-1	-9	14	3	0.1	2	-2	10	0.0
COc1ccc(CNC(C)C2COc3ccccc3O2)c(OC)c1 (stereo unspecified)	-20	-17	-22	-3	16	14	0	-12	0.3
COc1ccc(C)cc1NC(=O)c1cc2c(=O)n3cccc(C)c3nc2s1	-9	/	18	0	-0.8	1	-10	-1	-1.3
COc1ccc(CN(C)C2CCCCC2)c(C)c1C	-2	8	13	-7	1.3	6	1	1	-0.7
C=CCC1NS(=O)(=O)OC(COC)C1C (stereo unspecified)	/	11	12	7	0.1	1	0	3	0.1
Cc1ccc(S(=O)(=O)Cc2ccc(C(=O)NCc3cccs3)o2)cc1	7	0	8	-1	0.3	19	7	2	-0.7
Cc1ccc(S(=O)(=O)/N=S(/c2ccccc2)C(C)C)cc1 (stereo unspecified)	-7	4	1	-3	0.3	1	-4	8	0.1
COc1ccc(CCNC(=O)Cn2cnc3c(nnn3Cc3ccccc3F)c2=O)cc1OC	-4	-4	13	3	0.1	-2	-1	-2	-0.5
COc1ccc(C(CNC(=O)C(C)(C)Oc2ccc(Cl)cc2)N2CCCC2)cc1 (stereo unspecified)	2	97*	-24	-10	0.5	16	0	-22	1.9
CCOc1ccc(/C=C/C(=O)Nc2cccc(C(C)=O)c2)cc1	-16	-9	-4	-4	0.8	2	1	6	-0.4
CCCCn1cc2c(c1-c1cccc(C)c1)c(=O)n(C)c(=O)n2C	-1	23	-27	0	-0.6	0	-1	5	0.0
C=CCOc1ccc(C2c3c(oc4ccccc4c3=O)C(=O)N2CCCN2CCOCC2)cc1 (stereo unspecified)	32	0	-13	-1	-0.6	1	-4	-6	0.1
C[N+]1(CC(=O)OCCCc2ccccc2)CCCCC1	-6	-1	7	0	-0.4	2	10	10	0.3
Cc1csc2nc(-c3cccc(NC(=O)c4ccc(S(N)(=O)=O)cc4)c3)cn12	/	/	1	0	0.4	0	10	-15	0.3
CCN(CC)c1cc2c(cc1F)c(=O)c(S(=O)(=O)c1ccc(C)cc1)cn2Cc1ccc(F)cc1	-10	/	2	6	-0.7	3	7	-13	0.1
COc1ccc(C2CC(=O)c3cc(-c4nc(-c5cccc([N+](=O)[O-])c5)cs4)c(=O)n(-c4cc(C)cc(C)c4)c3C2)cc1 (stereo unspecified)	-7	/	17	1	0.2	0	20	0	1.0
O=C(NCN1CCCCC1)c1cccnc1	2	-4	-2	-4	0.5	2	-4	-11	1.3
Cc1ccccc1NC(=S)N1CCN(Cc2ccccc2)CC1	10	2	-10	-8	0.3	2	0	5	0.9
CCC(C)N(C(=O)CSc1nc(-c2ccccc2)cs1)C1CCS(=O)(=O)C1 (stereo unspecified)	-9	11	6	-4	-0.2	0	8	5	-0.2
O=C1NCCCC1C(=O)N/N=C/c1ccccc1 (stereo unspecified)	17	-5	9	1	2.4	4	-1	-4	0.0
C/C(=N\NS(=O)(=O)c1ccc([N+](=O)[O-])cc1)c1cccs1	1	16	-1	4	-0.7	1	-5	-2	-0.6
COc1ccc(CCN2C(=O)CC(N3CCC(C(N)=O)CC3)C2=O)cc1OC (stereo unspecified)	5	/	/	5	/	1	6	1	-0.1
Cc1ccc(-c2nc3cc(Cl)ccc3o2)cc1NC(=O)c1cc2ccccc2o1	-2	/	1	0	-0.9	1	9	4	0.1
COc1ccc(NC(=O)N2CCCC2C(=O)Nc2ccccc2F)cc1 (stereo unspecified)	-8	21	-6	-8	-0.2	-1	4	-1	0.0
CC1=NN(c2ccccc2)C(=O)C1C(=O)C(=O)Nc1ccc(F)cc1 (stereo unspecified)	-3	-4	-5	0	-0.5	2	1	-2	0.0
COc1ccc(CN(C)C(=O)c2cnc(OC)cc2C(F)(F)F)c(OC)c1	5	-14	14	-2	0.5	5	0	-7	-0.2
COc1cc(/C=N\NC(=O)c2ccc(C)nc2)ccc1OC(=O)c1cccc(F)c1	-4	-7	4	2	0.9	0	-5	6	-0.5
CC(=O)C1=C(OC(=O)C(C)C)c2ccccc2S(=O)(=O)N1Cc1ccccc1	-13	/	-12	-2	8.2	0	-6	-5	-0.1
COc1ccc(Cn2c(SC)nc3ccccc32)cc1[N+](=O)[O-]	8	-4	20	-1	0.2	0	6	-9	-0.4

Compound profiles (already shown). Order of values: RXFP1 antag | D2 antagonist | D2 PAM | D1 PAM | D2 agonist | D1 ag | TRHR PAM | D1 antagonist | TRHR agonist
Cc1ccc(-c2nc3cc(Cl)ccc3o2)cc1NC(=O)c1cc2ccccc2o1 reads -2 | / | 1 | 0 | -0.9 | 1 | 9 | 4 | 0.1
O=C1NCCCC1C(=O)N/N=C/c1ccccc1 (stereo unspecified) reads 17 | -5 | 9 | 1 | 2.4 | 4 | -1 | -4 | 0.0

Arranged by value in TRHR agonist (highest first): some entries from above.
Structure,RXFP1 antag,D2 antagonist,D2 PAM,D1 PAM,D1 ag,TRHR PAM,D1 antagonist,TRHR agonist
CN(Cc1cccs1)C(=O)COc1ccc(-c2nnco2)cc1,0,-11,-10,0,1,6,2,0.4
Cc1ccccc1-c1n[nH]c(=S)o1,9,-19,-2,0,2,-2,8,0.0
CC(=O)C1=C(OC(=O)C(C)C)c2ccccc2S(=O)(=O)N1Cc1ccccc1,-13,/,-12,-2,0,-6,-5,-0.1
COc1cc(/C=N\NC(=O)c2ccc(C)nc2)ccc1OC(=O)c1cccc(F)c1,-4,-7,4,2,0,-5,6,-0.5
C/C(=N\NS(=O)(=O)c1ccc([N+](=O)[O-])cc1)c1cccs1,1,16,-1,4,1,-5,-2,-0.6

Assay outcomes from PubChem.

Outcome played no part in choosing rows; any-hit rate near 7.3%.
